Assay outcomes: PubChem BioAssay, several laboratories
GPR7 antag – human neuropeptides B/W receptor 1 antagonism; GPR7-expressing cells, fluorescence antagonist assay; 290,000 tested, 1.1% active; P48145; inhibition, % at 4.4 µM; in the data active means inhibition above about 16%, passing the limit was not always enough;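 further: cells stimulated with the agonist NPW; 0% = agonist with vehicle and 100% = vehicle without agonist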
Target sequence (P48145 whole entry, looked up): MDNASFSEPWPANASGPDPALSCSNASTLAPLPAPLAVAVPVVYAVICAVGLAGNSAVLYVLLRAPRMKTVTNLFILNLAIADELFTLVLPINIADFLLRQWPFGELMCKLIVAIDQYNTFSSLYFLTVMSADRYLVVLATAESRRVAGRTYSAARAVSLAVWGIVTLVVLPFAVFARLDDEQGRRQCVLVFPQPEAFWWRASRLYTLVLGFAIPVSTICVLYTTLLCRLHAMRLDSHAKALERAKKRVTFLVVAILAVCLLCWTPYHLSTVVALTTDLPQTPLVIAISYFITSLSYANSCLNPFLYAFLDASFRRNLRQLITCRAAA
GalR3 antagonist – antagonists of human GalR3 | HEK293 GalR3-CNG cAMP membrane potential fluorescence; galR3 body fused to GalR1 C-terminus | inhibition, % at 3 µM | 360,000 tested, 0.44% active | AID 651719;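 active means inhibition above the screen-wide average plus 3 SD, cut at about 13% in these data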;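 further: forskolin and galanin both at EC90 stimulate the cells; cAMP rise reported by CNG channel membrane potential dye signal; 0% = forskolin plus galanin with DMSO and 100% = forskolin alone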
Target sequence (O60755 1-299 limits assumed): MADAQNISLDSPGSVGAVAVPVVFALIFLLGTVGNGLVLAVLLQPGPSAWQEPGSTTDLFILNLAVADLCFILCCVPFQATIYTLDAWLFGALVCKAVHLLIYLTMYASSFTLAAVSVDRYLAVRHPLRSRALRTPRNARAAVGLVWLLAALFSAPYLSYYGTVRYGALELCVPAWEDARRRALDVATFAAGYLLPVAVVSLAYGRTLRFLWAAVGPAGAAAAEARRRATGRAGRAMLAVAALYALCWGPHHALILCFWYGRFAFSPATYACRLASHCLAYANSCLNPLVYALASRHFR
OXTR agonist – human OXTR agonism; CHO-OTR cells, Fluo-8 calcium fluorescence; normalized: DMSO 0%, oxytocin 100%; activation, % at 3 µM; 320,000 tested, 0.32% active;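 active means activation above the mean of all tested compounds plus 3 SD, cutoff set per screening run, cut at about 20% in these data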;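 further: peak over basal fluorescence ratio from a 100 s FLIPR kinetic read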
OXTR potentiator – potentiators of human oxytocin receptor | P30559 | CHO-OTR cells, Fluo-8 calcium fluorescence, potentiator mode; 0% = oxytocin EC15, 100% = EC100 | activation, % at 3 µM | 320,000 tested, 0.061% active | AID 2445;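 active means activation above that plate's cutoff, the mean activation of tested compounds plus 3 SD, cut at about 6.6% in these data, passing the limit was not always enough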;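 further: 100% uses oxytocin at 75 nM as the full agonist control; some results filed as inactive read as strong as hits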
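Assay system: CHO-OTR cells, human receptor / Also added: oxytocin at about EC15, sub-maximal agonist stimulus / Dosing: single dose, 3.0 µM nominal final compound concentration / Incubation: 6 min pre-incubation, 100 s read / Technique: Fluo-8 calcium dye fluorescence / Read-out: % activation vs EC15 and EC100 oxytocin / Benchmarks: EC15 oxytocin low, 75 nM oxytocin high / Replicates: singlicate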
NALP1 inh – blocks the NALP1 inflammasome reconstituted in yeast | S. cerevisiae NALP1/ASC/caspase-1 growth, X-gal OD620, 72 h | AID 2071 | inhibition, % at 10 µM | 280,000 tested, 0.61% active; in the data active means inhibition mostly above about 24%, no sharp cut-off; inactive means mostly below about 32%; further: some compounds called inactive have numbers as strong as hits
V1R ag counter – activates human V1a receptor in oxytocin agonist counter-screen. 320,000 tested, 0.25% active. P37288. activation, % at 3 µM. AID 2797. CHO-V1R cells, Fluo-8 calcium fluorescence, agonist mode; 0% DMSO, 100% 3 nM vasopressin;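 active means activation above the mean activation of all tested compounds plus 3 SD, per screening run, cut at about 20% in these data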;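 further: signal is peak over basal fluorescence ratio across a 100 second FLIPR read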
Target sequence (P37288 whole entry, looked up): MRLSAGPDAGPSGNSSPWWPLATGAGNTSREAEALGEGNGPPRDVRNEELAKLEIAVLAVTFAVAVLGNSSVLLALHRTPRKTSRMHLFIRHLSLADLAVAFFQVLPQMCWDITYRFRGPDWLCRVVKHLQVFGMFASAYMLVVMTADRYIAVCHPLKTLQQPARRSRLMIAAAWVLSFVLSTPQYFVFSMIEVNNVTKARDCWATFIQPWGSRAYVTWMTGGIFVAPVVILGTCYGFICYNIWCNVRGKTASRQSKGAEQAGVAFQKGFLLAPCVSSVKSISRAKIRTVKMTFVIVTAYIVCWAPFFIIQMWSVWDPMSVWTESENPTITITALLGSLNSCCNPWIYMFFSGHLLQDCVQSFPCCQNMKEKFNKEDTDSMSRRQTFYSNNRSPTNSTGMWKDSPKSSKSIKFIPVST
MEKK2 mut-MEK5 – signal of MEK5 binding to mutant human MEKK2 PB1 domain; bead flow cytometry, Alexa488-MEK5 binding to MEKK2 mutant; percent response, % at 10 µM; 290,000 tested, 0.35% active; in the data active means percent response above about 24%, passing the limit was not always enough; further: inactives centre near 1; some results filed as inactive read as strong as hits; reference of the scale not given here
M18AAP inhibitor – blocks P. falciparum M18 aspartyl aminopeptidase. AID 1822. 290,000 tested, 1.2% active. recombinant PfM18AAP, H-Glu-NHMec fluorogenic cleavage. inhibition, % at 7.35 µM;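 active means inhibition above the campaign mean inhibition over all tested compounds plus 3 SD, cut at about 28% in these data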;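 further: 0% = plate median of test compound wells and 100% = 2 mM ZnCl2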
MEKK2wt PB1 HTS – raises or lowers MEK5 binding to wildtype human MEKK2 PB1 domain; Q9Y2U5; bead flow cytometry, Alexa488-MEK5 binding to MEKK2 WT; actives lie on both sides; binding response (% of control), % at 10 µM; 290,000 tested, 1.1% active; in the data active means binding response below about 67% or above about 130%; inconclusive means no clear call, values can overlap the other calls; inactive means in between
* hit, by the source's call; ? = inconclusive; nt = no result given.

SMILES | GPR7 antag | GalR3 antagonist | OXTR agonist | OXTR potentiator | NALP1 inh | V1R ag counter | MEKK2 mut-MEK5 | M18AAP inhibitor | MEKK2wt PB1 HTS
CCC(CC)c1nc2ccccc2c(=O)[nH]1 | -5 | -7 | -1.6 | -4 | 1 | -0.3 | -11 | -3 | 93
COc1ccc(C2C(C(=O)Nc3cc(OC)c(OC)c(OC)c3)c3ccccc3C(=O)N2C)cc1 (configuration not stated) | -1 | -4 | 0.4 | -3 | 12 | 0.6 | -16 | -1 | 63
C=CCN1C(=O)c2ccc(C(=O)N(CC)CC(=O)Nc3ccc(OC)cc3)cc2C1=O | nt | 1 | -1.1 | 0 | nt | -0.3 | nt | nt | nt
COc1c(Br)cc(Br)cc1/C=N/NC(=O)c1ccncc1 | 0 | -8 | -1.0 | -14 | -6 | -0.1 | -9 | 1 | 90
COc1cc(-c2c(C#N)c(N)nc3[nH]c(=S)[nH]c(=O)c23)ccc1O | -9 | -10 | -0.6 | -18 | -4 | 0.0 | 5 | 33* | 102
CCC(C)(C)NC(=O)C(C(C)C)N(CC1CCCO1)C(=O)CNS(=O)(=O)c1ccc(F)cc1 (configuration not stated) | -6 | -10 | -0.8 | 3 | -11 | -0.6 | 0 | 4 | 99
CC(C)Sc1nnc(CNC(=O)C23CC4CC(CC(C4)C2)C3)n1Cc1ccccc1 | 11 | -6 | -3.1 | -3 | 11 | -0.9 | 10 | 5 | 108
O=C(COC(=O)CNC(=O)c1ccc(Cl)cc1Cl)NC(=O)NC1CCCCC1 | nt | 9 | 0.7 | -1 | nt | 1.5 | nt | nt | nt
Cc1ccc(S(=O)(=O)N2CCC(=O)N(C(COCc3cccc(C)c3)Cc3ccccc3)CC2)cc1 (configuration not stated) | -4 | -7 | -0.2 | -10 | 33 | 2.1 | -8 | -1 | ?
COc1ccc(S(=O)(=O)N2CCN(C(=O)N(C)C)C2C)cc1 (configuration not stated) | -17 | -7 | 1.7 | 1 | 14 | 0.1 | -1 | 0 | 101
C=CC[C@@H](CC(=O)N(CCO)Cc1ccccc1)C(=O)NC[C@H](OC(=O)[C@@H](CC=C)CC(=O)OC(C)(C)C)c1ccccc1 | nt | -3 | -0.5 | -9 | nt | -1.0 | nt | nt | nt
S=C(NCCc1ccccc1)Nc1ccccn1 | -14 | -2 | -2.5 | -8 | 29 | -0.3 | 0 | 25 | 99
CC(C(=O)NC(C)(C)C)N(C(=O)CS(=O)CC(=O)Nc1ccc(F)cc1)c1ccccc1F (configuration not stated) | -5 | -4 | -0.1 | -17 | 2 | -0.5 | 4 | 1 | 103
CC(C)Nc1nc(-c2cccnc2)nc(-c2ccc(Cl)cc2)c1C#N | -11 | -10 | -1.8 | -8 | 16 | -0.5 | 5 | -5 | 107
Clc1cc2c(nn1)Nc1ccccc1S2 | -8 | -2 | -2.3 | -5 | 2 | -0.8 | 5 | 6 | 100
Cc1ccc(-c2nnc(NCc3nc4ccccc4[nH]3)c3ccccc23)cc1S(=O)(=O)N(C)C | -9 | -2 | -1.0 | -3 | -12 | -0.6 | 0 | 3 | 108
O=C(COc1cccc(Br)c1)Nc1ccc(N2CCOCC2)cc1N1CCOCC1 | nt | -2 | 0.5 | 1 | nt | 2.2 | nt | nt | nt
COc1ccc(C(=O)Oc2c(CN3CCOCC3)cc(Cl)c3cccnc23)cc1 | -1 | -4 | -2.6 | -5 | 10 | -1.2 | -21 | 16 | 79
O=S(=O)(NC1CCCCC1Oc1ccccc1)c1ccccc1 (configuration not stated) | -7 | -4 | -2.1 | -2 | 2 | -0.6 | 2 | -3 | 101
Cc1nc(-c2ccccc2)[nH]c(=O)c1Oc1ccc(Cl)cc1Cl | -1 | -3 | 0.0 | -10 | 9 | -1.7 | -1 | 6 | 101

Compounds shown so far containing bromine (2):
SMILES | GPR7 antag | GalR3 antagonist | OXTR agonist | OXTR potentiator | NALP1 inh | V1R ag counter | MEKK2 mut-MEK5 | M18AAP inhibitor | MEKK2wt PB1 HTS
COc1c(Br)cc(Br)cc1/C=N/NC(=O)c1ccncc1 | 0 | -8 | -1.0 | -14 | -6 | -0.1 | -9 | 1 | 90
O=C(COc1cccc(Br)c1)Nc1ccc(N2CCOCC2)cc1N1CCOCC1 | nt | -2 | 0.5 | 1 | nt | 2.2 | nt | nt | nt

In the list so far, these contain a cyano group:
SMILES | GPR7 antag | GalR3 antagonist | OXTR agonist | OXTR potentiator | NALP1 inh | V1R ag counter | MEKK2 mut-MEK5 | M18AAP inhibitor | MEKK2wt PB1 HTS
COc1cc(-c2c(C#N)c(N)nc3[nH]c(=S)[nH]c(=O)c23)ccc1O | -9 | -10 | -0.6 | -18 | -4 | 0.0 | 5 | 33* | 102
CC(C)Nc1nc(-c2cccnc2)nc(-c2ccc(Cl)cc2)c1C#N | -11 | -10 | -1.8 | -8 | 16 | -0.5 | 5 | -5 | 107

More entries
SMILES | GPR7 antag | GalR3 antagonist | OXTR agonist | OXTR potentiator | NALP1 inh | V1R ag counter | MEKK2 mut-MEK5 | M18AAP inhibitor | MEKK2wt PB1 HTS
CCOC(=O)c1[nH]c(C)c(C(=O)OCC(=O)Nc2sc3c(c2C#N)CCCCC3)c1C | -5 | 2 | 0.2 | -4 | -1 | 1.2 | 7 | -4 | 102
O=C(CCN1C(=O)/C(=C/c2ccccc2)SC1=S)NNC(=O)c1ccncc1 | -8 | -5 | 8.8 | -29 | 4 | 9.9 | -3 | 13 | 105
Cc1ccc(NC(=O)NCCN2CCCCC2)cc1 | -18 | -4 | 1.3 | -4 | nt | 0.7 | 2 | -1 | 108
COc1ccccc1/C=C/C(=O)NCC(=O)N/N=C/c1ccc(C(=O)O)cc1 | -10 | -9 | 0.0 | -3 | -10 | 0.3 | 0 | -8 | 99
CCOc1cc(C(=O)Nc2ccc(C)cc2O)ccc1OCC(=O)N1CCOCC1 | nt | -1 | 0.1 | -2 | nt | 0.0 | nt | nt | nt
COc1ccc(NC(=O)c2ccc3c(c2)C(=O)N(CC2CCCO2)C3=O)cc1O (configuration not stated) | -4 | -4 | -0.2 | -5 | 10 | 2.6 | 6 | 3 | 103
O=C(CSCc1ccc(Br)cc1)N=Nc1c(O)[nH]c2ccccc12 | 6 | -2 | -1.8 | -11 | 27 | -0.7 | 1 | -8 | 112
O=S(=O)(CCc1nc2ccccc2s1)c1ccc(Cl)cc1 | -9 | -2 | -1.1 | 0 | 5 | -0.6 | 3 | -7 | 98
Cc1cc(NC(=O)c2c(C)noc2C)no1 | -8 | -3 | 0.3 | -8 | 24 | -1.2 | -35 | -11 | 82
Cc1cccc(NC(=O)C(C)Sc2nc3nc(C)cc(C)n3n2)c1 (configuration not stated) | nt | 1 | 0.5 | 0 | nt | -0.4 | nt | nt | nt
COc1ccc(C(O)c2nccc3cc(OC)c(OC)cc23)cc1OC (configuration not stated) | -21 | 17* | 1.9 | -1 | 1 | 0.5 | 6 | 1 | 104
O=C(Nc1ccc(Oc2ccsc2C(=O)O)cc1)c1ccccc1 | 2 | -5 | -0.5 | -16 | 26 | 0.9 | -1 | -8 | 100
CCn1cc(C(=O)N(C)c2ccc(OC)cc2)c2cc(OC)c(OC)cc2c1=O | -6 | -7 | -0.3 | -12 | -1 | 1.1 | 11 | -11 | 105
CN(C)C(CNC(=O)c1cc(S(=O)(=O)N(C)c2ccccc2)ccc1Cl)c1ccccc1 (configuration not stated) | 11 | 1 | 3.6 | -7 | 6 | 0.3 | -18 | -10 | 86
CN(C)C(=O)c1nnc(Cc2ccc(Cl)cc2)o1 | -10 | -2 | -1.0 | -4 | 25 | 0.0 | -3 | -9 | 98
Cc1ccc(S(=O)(=O)N2CC(O)CC2C(=O)NCc2ccc3c(c2)OCO3)cc1 (configuration not stated) | 11 | 4 | -0.7 | 5 | -5 | -0.5 | -7 | -11 | 90
Cc1cc(C)n(CCNC(=O)c2cc(COc3ccc4ncccc4c3)on2)n1 | -9 | -5 | 9.3 | -10 | nt | 10 | -1 | 5 | 96
CCOc1ccc(C(C)NC(=O)Cc2ccccc2F)cc1OCC (configuration not stated) | -12 | 2 | -2.3 | -3 | 0 | 0.1 | -3 | 1 | 95
CCOC(=O)C1CCN(Cc2cn[nH]c2-c2ccc(C)cc2)CC1 | -7 | -4 | 0.4 | 0 | 25 | 0.4 | 23 | -6 | 129
Cc1ccc(C2c3[nH]c4ccccc4c3C[C@H]3C(=O)N(c4ccccc4C(=O)N4CCC[C@@H]4C(=O)O)C(=O)N23)cc1 (some centres not stated) | -4 | -5 | -0.6 | 2 | 7 | 0.0 | -1 | 2 | 100
Cc1nc(CCNC(=O)CC2C(=O)NCCN2CC(C)C)nc2c1CCC2 (configuration not stated) | -6 | -3 | 0.8 | -7 | -1 | -0.4 | 1 | 3 | 105
CN(C)C(=O)COC(=O)c1ccccc1OCC(=O)Nc1ccc(SC(F)F)cc1 | -6 | 5 | 3.9 | -10 | 16 | 0.8 | -1 | 4 | 100
CCCN1CCN(CCCNC(=O)c2cc3c(=O)oc4ccc(C)cc4c3s2)CC1 | -7 | 0 | -0.3 | -2 | 22 | -0.8 | 3 | -2 | 103
O=C(NCCc1ccc(Cl)cc1)C1CCN(C(=O)c2ccc(F)cc2)CC1 | 3 | -5 | 3.4 | 1 | 13 | 4.3 | 2 | -24 | 103
COC(=O)C1=C(O)/C(=C/c2cccc(OC)c2O)N=C1C | -12 | 6 | 0.5 | 0 | 20 | 0.2 | 1 | 11 | 103
COc1ccc2nc(C)cc(N3CCOCC3)c2c1 | 22* | -8 | 1.8 | 6 | 2 | -0.7 | 4 | -5 | 103
CC1CCc2c(sc(NC(=O)c3nc4ncccn4n3)c2C#N)C1 (configuration not stated) | -9 | -5 | 1.5 | -16 | nt | -0.9 | -2 | 14 | 98
Nc1nnc(SCC(=O)Nc2cccc3ccccc23)s1 | -3 | -8 | 1.8 | 0 | 19 | -1.0 | -3 | -4 | 99
Cc1ccc(-c2cn3nc(C)c(C)nc3n2)cc1 | -2 | 0 | -1.2 | -6 | 6 | -0.2 | nt | -9 | nt
Cc1c(Cl)cccc1NC(=O)C(=O)NNC(=O)c1ccccc1F | 6 | 7 | 2.2 | 3 | 6 | 2.1 | -3 | 5 | 100
CC1(C)CC(=O)C2=C(C1)OC(N)=C(C#N)C2c1cn(-c2ccccc2)nc1-c1ccc(F)cc1 (configuration not stated) | -13 | 0 | -0.8 | -8 | 32 | 0.1 | 11 | 2 | 104
CCOC(=O)c1ccccc1NC(=O)C=C(C)C | -8 | 0 | -2.1 | -5 | 39 | -0.5 | 9 | -10 | 98
